HIV RNase H inh – HIV-1 RT RNase H inhibitors, primary screen, biochemical, fluorescence; 65,000 compounds, 1.9% hits; RT-RNase H RNA/DNA duplex cleavage; Gag-Pol polyprotein (Human immunodeficiency virus type 1 group M subtype B (isolate …; inhibition, % at 10 µM; AID 565, 2006; in the data active = inhibition above about 50%
RmlCD inh mix – RmlC and RmlD coupled enzyme inhibitors, primary screen, biochemical, 384-well, compound mixtures, retest; 110,000 compounds, 0.39% hits; AID 1532, 2009; inhibition, % at 5.5 µM; RmlC/RmlD coupled enzyme inhibition, 384-well mixture HTS; in the data active = inhibition above about 30%, passing the limit was not always enough; note: strong numbers were not always called active
The depositor's hits bear a star; x = not tested or not shown. An excerpt; rates above refer to the full screens.

SMILES	HIV RNase H inh	RmlCD inh mix
O=C(COC(=O)c1cccc(C(=O)OCC(=O)c2ccc(Br)cc2)n1)c1ccc(Br)cc1	x	-3
CCCN(CCC)S(=O)(=O)c1cc(Br)cc2c1N(C(=O)CC)CC2	-19	-8
CCOC(=O)C1CCCN(CC(=O)Nc2c(C(=O)OC)[nH]c3ccc(Br)cc23)C1 (stereo unspecified)	-9	8
COc1cccc(C2CC(c3ccc(C)cc3)Nc3nc(N)nn32)c1 (stereo unspecified)	4	-11
C(=N\c1c(-c2ccccc2)nc2n1CCS2)/c1ccccc1	-21	-10
O=S(=O)(NCC(c1cccnc1)N1CCN(Cc2ccccc2)CC1)c1ccccc1 (stereo unspecified)	1	-4
O=C(Cc1cscn1)c1ccc(O)cc1O	4	15
Cc1cc(=O)[nH]c(SCC(=O)Nc2ccc(C(=O)O)cc2)n1	x	3
O=C(COC(=O)CC12CC3CC(CC(Br)(C3)C1)C2)NC(=O)NCc1ccco1	x	-15
Cn1c(=O)cc(SCC(=O)NCC2CCCO2)c2ccc(Cl)cc21 (stereo unspecified)	-18	13
COc1ccc(-c2csc(NC(=O)CC(C)C)n2)cc1	x	-14
CCC(C(=O)NC1CCCCC1)n1c(SCc2cccc(C)c2)nc2ccncc21 (stereo unspecified)	x	-2
Cc1nonc1NC(=O)c1ccc(Cl)c(S(=O)(=O)N2CCCCC2)c1	6	-6
CO/N=C/c1cc([N+](=O)[O-])ccc1Sc1ccc(C)cc1	x	-6
CC1Cc2ccccc2N1C(=O)COc1cccc(-n2cnnn2)c1 (stereo unspecified)	-14	22
CC(C)C[C@H](NC(=O)NCc1ccc(Cl)cc1)C(=O)O	-3	9
O=C1C(c2ccc(F)cc2)N(C2CCCCC2)C(=O)CN1C1CCCC1 (stereo unspecified)	10	7
O=C(NC1CCCCC1)C1CN(S(=O)(=O)c2ccccc2)CCN1S(=O)(=O)c1ccccc1 (stereo unspecified)	4	12
Cc1ccc(Cl)c2c1NC(=O)C2(O)CC(=O)c1ccc(Br)cc1 (stereo unspecified)	x	2
Clc1ccc(OCCN2CCN(c3ncnc4sccc34)CC2)cc1	-16	-8
Cc1cc(C)n2nc(CC(=O)NC3CCCC(C)C3C)nc2n1 (stereo unspecified)	3	4
COC(=O)CSc1nc(C)c(C(C)=O)cc1C#N	-12	5
c1ccc(C2(Cn3ccc4ccccc43)OCCO2)cc1	-5	-1
Cc1cc(C(=O)NCCCN2CCOCC2)n(-c2ccccc2)n1	-5	-10
Cc1ccccc1N(CC(N)=O)S(C)(=O)=O	-1	-22
CC1CCN(S(=O)(=O)c2ccc(NN=C(C#N)C#N)cc2)CC1	x	5
CC(C)n1nnc2ccccc2c1=O	x	-14
CCC(=O)Nc1cccc(-c2nc3ccccc3c(=O)o2)c1	-20	x
O=C(Nc1ccccc1C(F)(F)F)c1cccnc1	1	-8
CC(NC(=O)c1ccccc1NC(=O)CSc1nnnn1C)c1ccccc1 (stereo unspecified)	x	-19
O=C(Nc1cccc(C(F)(F)F)c1)c1cc(-c2cccs2)on1	-5	6
CCOC(=O)C(C)Sc1nnc(Cc2cc(=O)[nH]c(=O)[nH]2)n1-c1ccc(Cl)cc1 (stereo unspecified)	0	-13
Cn1cnc2cc(NC(=O)c3ccco3)ccc21	0	3
CCOC(=O)c1[nH]c2ccc(Br)cc2c1NC(=O)CCN1CCN(C(=O)OCC)CC1	-3	11
CCCCNC(=S)N/N=C1\C(=O)c2cccc3cccc1c23	x	-9
O=C1CC(c2ccccc2)n2nc(N3C(=O)CCC3=O)nc2N1 (stereo unspecified)	-3	-16

Pulled by structure from the list above (two):
SMILES	HIV RNase H inh	RmlCD inh mix
CC(C)n1nnc2ccccc2c1=O	x	-14
CCC(=O)Nc1cccc(-c2nc3ccccc3c(=O)o2)c1	-20	x

More compounds follow:
SMILES	HIV RNase H inh	RmlCD inh mix
O=C(O)C1CC(O)CN1C(=O)c1ccco1 (stereo unspecified)	x	8
O=C1CCCC/C1=C/Nc1ccc2c(c1)OCO2	-8	-5
CCOc1cc(CNc2ccc(N(C)C)cc2)cc(Br)c1OCC(=O)NC(C)(C)C	x	-7
C/C(Cl)=C\Cn1c(N2CCCCCC2)nc2c1c(=O)n(C)c(=O)n2C	-42	36
CCOc1cc(-c2c(C)c(CC)nc(N)c2C#N)ccc1O	-20	-5
CCCCn1c(SCC(=O)NCCc2ccc(OC)c(OC)c2)nc2c1c(=O)n(C)c(=O)n2C	-6	-2
CCOC(=O)c1nc(NCc2cccnc2)c2ccccc2n1	-3	-12
O=C(CSc1n[nH]c(=O)[nH]c1=O)c1ccccc1	3	-16
COc1ccc(C(=O)Nc2ccc(OC)c(OC)c2)cc1	-10	11
C=CCn1c(CCNC(=O)c2cccs2)nnc1SCC(=O)Nc1cccc(C(C)=O)c1	6	-5
CCOc1ccccc1-c1nc2c([nH]1)c(=O)n(C)c(=O)n2C	-3	-5
Cc1ccc(NC(=O)c2cc(N(C)C)ccc2[P+](=O)O)cc1	5	10
COc1cc(NC(=O)C2CC(=O)NC3=C2C(=O)CCC3)c(OC)cc1Cl (stereo unspecified)	x	17
COc1cc(NC(=O)C2CC(c3cccc(OC)c3OC)=NO2)cc(OC)c1OC (stereo unspecified)	9	4
Cc1ccc(C)c(OCC(=O)NCCN(C)C)c1	x	2
CCCCN(CC)CCCNC(=O)c1cc2cc3ccc(OC)cc3nc2o1	-22	x
N#Cc1c(-c2ccccc2Cl)cc(C2CC2)nc1N	-25	6
Cn1c(Cl)c(/C=N/OC(=O)c2ccc(Cl)cc2)c2ccccc21	x	-13
Cc1ccc(C(=O)C2=C(O)C(=O)N(CCCN3CCOCC3)C23C(=O)N(C)c2ccccc23)o1 (stereo unspecified)	-4	17
COC(=O)c1cc(OC)c(OC)cc1NC(=S)N1CCCC(CO)C1 (stereo unspecified)	x	-11
COc1ccc(C2Nc3ccc4ccccc4c3-c3c2c(=O)oc2ccccc32)cc1 (stereo unspecified)	x	-71
COCc1cc(C)nc(Nc2ccc(C)c(C)c2)c1C#N	-7	8
COCOc1ccc(C=O)c(O)c1	x	3
Cn1nc(-c2ccccc2)c(-c2nc(-c3cccc(Cl)c3)no2)c1Cl	x	-58
Cc1cccnc1NC(=O)C12CCC(C)(C(=O)O1)C2(C)C (stereo unspecified)	x	5
Cc1cccc(N2CCN(C(=O)c3c(C)nn(Cc4ccccc4Cl)c3C)CC2)c1C	x	8
Sc1oc(-c2ccccc2)cc1C=Nc1ccccc1	x	-11
CC(C)(O)CCCC(C)(O)c1ccc(C(=O)O)cc1O (stereo unspecified)	x	3
CC1C(c2ccccc2)=[N+]([O-])C2(CCCCC2)N1O (stereo unspecified)	x	8
Cc1nn(-c2ccccc2)c2sc(C(=O)C(C#N)c3ccccn3)cc12 (stereo unspecified)	9	x
COc1ccc2oc(C(=O)OCC(=O)c3ccc4c(c3)OCCO4)c(C)c2c1	-28	-5
NS(=O)(=O)c1ccc(NC(=O)Cn2ncc3c2-c2ccccc2OC3)cc1	x	-12
CC(C)c1nnc(NC(=O)CN2C(=O)c3ccccc3C2=O)s1	-10	5
COc1ccc(C2=NOC(C)(c3nnc(-c4ccccc4)o3)C2)cc1 (stereo unspecified)	x	-11
CCN(Cc1ccccc1)C(c1cc2cc(C)cc(C)c2[nH]c1=O)c1nnnn1CCOC (stereo unspecified)	9	-12
CCN1C(=O)C(CC(=O)N2CCN(C(c3ccccc3)c3ccccc3)CC2)N(CC)C1=O (stereo unspecified)	-3	-10
COc1cc(-c2nnc(COC(=O)C3c4ccccc4Oc4ccccc43)o2)cc(OC)c1OC	-33	1
Cc1ccc(NC(=O)CCN2C(=O)CSC2=O)cc1	x	10
CCC(C)(C)NC(=O)C(OC(=O)c1ccco1)c1ccccc1OC (stereo unspecified)	-14	100
O=C(O)COc1cccc(NC(=O)c2ccccc2)c1	2	-11
O=C(CNC(=O)Cn1cnc2sc3c(c2c1=O)CCCC3)NCc1ccccn1	0	-8
O=C(Nn1cnnc1)c1csc2ccccc12	-2	-21
O=C(Nc1ccccc1)c1ccccc1CCc1ccccc1	x	-29
CC(=O)OC(C(=O)NC1CCCCC1)c1ccccc1 (stereo unspecified)	0	-3
CCOC(=O)C1CCN(Cc2ccc(F)cc2)CC1	-3	-2
O=C1CCC(=O)N1CCC(c1ccc(F)cc1)c1ccco1 (stereo unspecified)	-13	-10
C/C(=C\C(=O)c1ccccc1)Nc1ccc(N2CCOCC2)cc1	x	-11
COc1cccc(-n2c(O)c(C=NCc3ccc4c(c3)OCO4)c(=O)[nH]c2=O)c1	x	-2
COC(=O)c1ccc(CSc2nnc(NC(=O)C3CCCO3)s2)cc1 (stereo unspecified)	x	-11
Cc1onc(-c2c(F)cccc2Cl)c1C(=O)Nc1cccc(Cn2cccn2)c1	-5	-7
CCOCCCNc1nc2ccccc2[nH]1	-1	-8
O=C(Nc1cc(=O)[nH]c2ncnn12)c1ccccc1Cl	-4	-7
CCOc1cc(C2CC(=O)Nc3cc(C)c(C)cc32)ccc1O (stereo unspecified)	-7	12
O=C(NC(=S)NNC(=O)c1ccccc1[N+](=O)[O-])c1ccccc1	x	-11
COc1cnc(-c2ccccc2)nc1Oc1cccc(C)c1C	x	7
CCn1c(SC)nc2c(c1=O)SC(C)C2 (stereo unspecified)	-10	4
Cc1nnc(C)n1/N=C/c1cc(Br)ccc1O	0	-5
CCN(CC)S(=O)(=O)c1ccc(C(=O)NCCSc2c[nH]c3ccccc23)cc1	x	3
Cc1ccc(S(=O)(=O)N=Nc2c(O)[nH]c3ccccc23)cc1C	x	-16
COc1cccc2cc(C(=O)N(C)C)c(=O)oc12	-12	1
(continued)
SMILES	HIV RNase H inh	RmlCD inh mix
CCCC(C)NS(=O)(=O)c1ccc(OC)c(C)c1 (stereo unspecified)	x	-8
CCOC(=O)c1c(-n2c(C)cc(/C=C3\C(=O)NC(=O)N(C)C3=O)c2C)sc2c1CCCC2	x	3
Cc1cc2c(cc1C)NC(CC(=O)NCc1ccccc1)C(=O)N2 (stereo unspecified)	-5	-3
O=C(c1cc(NC(=O)C23CC4CC(CC(C4)C2)C3)cc(NC(=O)C23CC4CC(CC(C4)C2)C3)c1)N1CCCCC1	x	8
COc1ccc2nc(NC(=O)Cc3ccc(OC)c(S(=O)(=O)N4CCOCC4)c3)sc2c1	-4	-8
CCOC(=O)N1CCN(CC(O)COc2c(OC)cccc2OC)CC1 (stereo unspecified)	-15	4
COc1ccc(C)cc1S(=O)(=O)NC1CCCCC1C (stereo unspecified)	-18	-15
FC(F)(F)c1nc2ccccc2nc1N/N=C/c1ccc(Cl)cc1	x	5
O=C(NCCCCNC(=O)C1CCCC1)C1CCCC1	0	-8
O=C1C(C=NCc2ccccn2)=C(O)c2ccccc21	-1	9
COC(=O)c1ccccc1NC(=O)Nc1ccc2c(c1)OCO2	x	11
COc1cc(C)c(C(N)=O)c(OC)n1	-16	5
O=C(Nc1ccccc1)C1CCN(C(=O)c2ccccc2)CC1	x	8
Cc1onc(-c2ccccc2Cl)c1C(=O)Nc1ccc(-c2nnc3n2CCCCC3)cc1	-12	-3
Cc1ccc2c(c1)CNc1ccccc1O2	-24	15
Cc1nnc(SCCCn2c(N3CCCCC3)nc3c2c(=O)[nH]c(=O)n3C)s1	-3	9
CC(C)(C)NC(=O)CSc1nc(O)cc(=O)n1-c1ccccc1	x	7
NC(=O)CC(NC(=O)Cc1ccc(Br)cc1)c1ccc(NCCc2ccc(Cl)cc2)c([N+](=O)[O-])c1 (stereo unspecified)	x	-16
CCCCS(=O)(=O)Nc1ccc2ncn(C)c(=O)c2c1	-12	10
Nc1n[nH]c(-c2ccccc2)c1-c1ccccc1	-20	-6
CCO[C@H]1OC(C(=O)NC2CC2)=C[C@@H](C2CC2)[C@@H]1CCCO	x	-36

Quoted from the listing for reference:
SMILES	HIV RNase H inh	RmlCD inh mix
CCOC(=O)c1c(-n2c(C)cc(/C=C3\C(=O)NC(=O)N(C)C3=O)c2C)sc2c1CCCC2	x	3
Cc1cc2c(cc1C)NC(CC(=O)NCc1ccccc1)C(=O)N2 (stereo unspecified)	-5	-3
O=C(c1cc(NC(=O)C23CC4CC(CC(C4)C2)C3)cc(NC(=O)C23CC4CC(CC(C4)C2)C3)c1)N1CCCCC1	x	8
COc1ccc2nc(NC(=O)Cc3ccc(OC)c(S(=O)(=O)N4CCOCC4)c3)sc2c1	-4	-8
CCOC(=O)N1CCN(CC(O)COc2c(OC)cccc2OC)CC1 (stereo unspecified)	-15	4
COc1ccc(C)cc1S(=O)(=O)NC1CCCCC1C (stereo unspecified)	-18	-15
FC(F)(F)c1nc2ccccc2nc1N/N=C/c1ccc(Cl)cc1	x	5
O=C(NCCCCNC(=O)C1CCCC1)C1CCCC1	0	-8
O=C1C(C=NCc2ccccn2)=C(O)c2ccccc21	-1	9
COC(=O)c1ccccc1NC(=O)Nc1ccc2c(c1)OCO2	x	11
COc1cc(C)c(C(N)=O)c(OC)n1	-16	5
O=C(Nc1ccccc1)C1CCN(C(=O)c2ccccc2)CC1	x	8
Cc1onc(-c2ccccc2Cl)c1C(=O)Nc1ccc(-c2nnc3n2CCCCC3)cc1	-12	-3
Cc1ccc2c(c1)CNc1ccccc1O2	-24	15
Cc1nnc(SCCCn2c(N3CCCCC3)nc3c2c(=O)[nH]c(=O)n3C)s1	-3	9
CC(C)(C)NC(=O)CSc1nc(O)cc(=O)n1-c1ccccc1	x	7
NC(=O)CC(NC(=O)Cc1ccc(Br)cc1)c1ccc(NCCc2ccc(Cl)cc2)c([N+](=O)[O-])c1 (stereo unspecified)	x	-16
CCCCS(=O)(=O)Nc1ccc2ncn(C)c(=O)c2c1	-12	10
Nc1n[nH]c(-c2ccccc2)c1-c1ccccc1	-20	-6
CCO[C@H]1OC(C(=O)NC2CC2)=C[C@@H](C2CC2)[C@@H]1CCCO	x	-36
